Compound activity as filed in PubChem.
RGS8-Gao: modulates binding of RGS8 to human Galphao | AID 1423 | 220,000 tested, 0.34% active | multiplexed bead flow cytometry; actives lie on both sides | response (percent of control binding), % at 10 µM | P09471; in the data active means response below about 60% or above about 140%; inactive means in between;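 further: Galphao activated as the GDP aluminium fluoride complex binding bead-coupled RGS8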
Target sequence (P09471 whole entry, looked up): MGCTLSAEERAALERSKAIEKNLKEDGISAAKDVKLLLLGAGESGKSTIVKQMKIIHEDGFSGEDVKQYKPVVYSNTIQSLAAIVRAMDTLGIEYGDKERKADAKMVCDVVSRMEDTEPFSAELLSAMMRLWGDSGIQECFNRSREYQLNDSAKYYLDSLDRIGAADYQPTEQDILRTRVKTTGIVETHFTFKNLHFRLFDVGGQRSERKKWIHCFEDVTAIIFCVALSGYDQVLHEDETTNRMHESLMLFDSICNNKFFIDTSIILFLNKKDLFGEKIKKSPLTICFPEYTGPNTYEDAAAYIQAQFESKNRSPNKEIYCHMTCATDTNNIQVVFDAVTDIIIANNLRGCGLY
RGS4-Gao reg: modulates binding of RGS4 to human Galphao. 220,000 tested, 0.33% active. Multiplexed bead flow cytometry; actives lie on both sides. P09471. binding response (% of control), % at 10 µM; in the data active means binding response below about 49% or above about 150%; inactive means in between;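 further: fluorescent Galphao activated with aluminum fluoride binding bead-coupled RGS4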
Mcl1-Bid inh: disrupts binding of human Mcl-1 to Bid peptide | Q07820 | TR-FRET Mcl-1/Bid-Dy647 peptide binding, 1536-well | inhibition, % at 21.7 µM | 220,000 tested, 0.97% active;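 active means compounds that cut the binding signal by more than half at the single screening dose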;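 further: His-tagged Mcl-1 with europium anti-His antibody binding Bid BH3 peptide; 0% = Mcl-1 plus peptide wells and 100% = peptide-only wells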
Target sequence (Q07820 whole entry, looked up): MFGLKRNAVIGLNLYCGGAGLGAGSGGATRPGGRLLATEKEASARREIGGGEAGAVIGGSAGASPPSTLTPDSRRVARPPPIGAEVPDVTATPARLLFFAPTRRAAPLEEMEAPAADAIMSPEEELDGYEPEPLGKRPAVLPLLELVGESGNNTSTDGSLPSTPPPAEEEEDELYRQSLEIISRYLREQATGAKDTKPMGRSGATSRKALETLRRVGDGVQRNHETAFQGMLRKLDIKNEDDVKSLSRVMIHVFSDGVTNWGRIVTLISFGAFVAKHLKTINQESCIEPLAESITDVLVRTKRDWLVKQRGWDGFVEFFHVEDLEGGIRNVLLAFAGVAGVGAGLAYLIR
RGS7-Gao: modulates binding of RGS7 to human Galphao. binding response (% of control), % at 10 µM. AID 1439. Multiplexed bead flow cytometry; actives lie on both sides. 220,000 tested, 0.35% active; in the data active means binding response below about 49% or above about 150%; inconclusive means no clear call, values can overlap the other calls; inactive means in between;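 further: fluorescent Galphao held in activated GDP-AlF4 state binding bead-coupled RGS7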
Numbers without * were called inactive; ? = inconclusive; · = no result given; [ ] = remark or other dose. These rows are one share of the data; rates above refer to the full screens.

Second line of a record: RGS8-Gao	RGS4-Gao reg	Mcl1-Bid inh	RGS7-Gao
O=C(NNC1CC(=O)N(c2ccc(F)cc2)C1=O)c1cccnc1 (stereo not given)
  104	105	-17	?
O=C(O)CC(C(=O)Nc1ccc(F)cc1)C1CCCO1 (stereo not given)
  92	85	-21	?
Cc1cc(C(=O)O)c(C)n1Cc1ccncc1
  102	101	-12	?
O=c1[nH]cnc2ccc([N+](=O)[O-])cc12
  102	102	7	?
O=C(CSc1n[nH]c(=O)[nH]c1=O)NCC1CCCCC1
  98	97	-7	?
C/C(=N\NC(=O)CNC(=O)C1COc2ccccc2O1)c1ccc(Cl)cc1 (stereo not given)
  105	115	-2	?
O=C(O)c1cc(-n2cccc2)ccc1N1CCOCC1
  99	88	-14	?
CC1(C)c2cc(Cl)ccc2-n2c1cc(O)c(-c1ccccc1)c2=O
  96	94	7	?
Cc1c(N)cc(N)cc1C(=O)O
  100	104	-149	?
CNC(=S)N/N=C(\C)c1ccccc1
  106	111	-50	?

Carrying on:
Second line of a record: RGS8-Gao	RGS4-Gao reg	Mcl1-Bid inh	RGS7-Gao
CC1CCCC(NC(=O)c2ccc3c(SCC(=O)O)c4c(nc3c2)CCC4)C1C (stereo not given)
  102	105	-48	?
NC(=O)[C@H]1CC2(CC(c3cccc(NC(=O)CC(c4ccccc4)c4ccccc4)c3)=NO2)CN1C(=O)c1ccccc1C(=O)c1ccccc1 (stereo not given in full)
  105	107	-14	?
CCN(Cc1cc2cc(C)ccc2[nH]c1=O)C(=O)c1cccc([N+](=O)[O-])c1
  88	83	-6	?
CC1(C)Cc2nc3sc4c(NCCO)ncnc4c3cc2CS1
  101	103	-3	?
C(=N\NCc1ccccc1)/c1ccc2nccnc2c1
  100	102	-61	?
Cc1ccc(-c2nn(CC(=O)N3CCOCC3)c(=O)c3ccccc23)cc1S(=O)(=O)N(C)C
  116	163*[activator]	1	?
O=C(c1cc2ccccc2s1)N1CCOCC1
  101	104	6	?
COc1ccc2nc(/C=N/NC(=O)[C@@H]3CCCN3C(=O)OC(C)(C)C)ccc2c1
  97	95	-13	?
O=C(O)COc1ccccc1/C=N/NC(=O)c1cc(-c2ccccc2)nc2ccccc12
  99	88	-11	?
N#Cc1cccc(Cn2cc(C(F)(F)F)ccc2=O)c1
  96	96	-12	?

(more compounds)
Second line of a record: RGS8-Gao	RGS4-Gao reg	Mcl1-Bid inh	RGS7-Gao
O=C(c1ccc2c(c1)OCO2)N1CCC2(CC1)Oc1ccc(F)cc1C(=O)C21CC(c2ccc(Cl)cc2)=NO1 (stereo not given)
  98	97	-27	?
Clc1ccccc1-c1nc2ccccc2[nH]1
  123	131	77*	?
Cc1cc(O)c(C(=O)/C=C/c2cccc([N+](=O)[O-])c2)c(=O)o1
  97	98	-8	?
CCOC(=O)N1CCC2(CC1)NCCc1c2[nH]c2ccccc12
  97	95	-50	?
CN(C)S(=O)(=O)c1ccc(NC(=O)COC(=O)Cn2[nH]c(=O)c3ccccc3c2=O)cc1
  103	101	-24	?
O=C(N/N=C/c1cccnc1)NC12CC3CC(CC(C3)C1)C2
  100	103	-8	?
COc1ccc(/C=N/NC(=O)c2ccc3nc[nH]c3c2)cc1
  103	103	-10	?
C#CCCOC(=O)N1C2=NC(C(=O)OC)=C(C(=O)OC)[C@@H]3N(C)c4ccccc4[C@]23C[C@H]1C(=O)OC
  101	104	-85	?
CCOc1ccc2nc(COC(=O)c3cccs3)c(C(C)=O)[n+]([O-])c2c1
  101	102	-17	?
FC(F)(F)c1cc(-c2ccccn2)nc2cc(-c3ccccc3)nn12
  99	95	-10	?

Further compounds follow.
Second line of a record: RGS8-Gao	RGS4-Gao reg	Mcl1-Bid inh	RGS7-Gao
COc1ccc(S(=O)(=O)N2CCOCC2)cc1NC(=O)CSc1nnc2c(n1)[nH]c1ccccc12
  99	102	-26	?
C=CCN1C=CC(=O)CC1
  110	118	-95	?
O=C(O)c1ccccc1CSc1nnc2c(n1)[nH]c1ccccc12
  98	107	-32	?
NC(=O)CC(NC(=O)Cc1cccc2ccccc12)c1ccc(NCc2ccc(F)cc2)c([N+](=O)[O-])c1 (stereo not given)
  100	96	0	?
CCOC(=O)C1(Cc2cccc(F)c2)CCN(C(=O)Cn2cnnn2)CC1
  102	100	-3	?
N#C/C(=C\c1c[nH]c2ccccc12)C(N)=O
  103	105	-19	?
CC1(C)CC(=O)C(C2C3=C(CC(C)(C)CC3=O)Oc3ccccc32)C(=O)C1 (stereo not given)
  100	102	-33	?
COc1ccc(NC(=O)CN2C(=O)/C(=C3\SC(=S)N(C4CCS(=O)(=O)C4)C3=O)c3ccccc32)cc1 (stereo not given)
  97	97	91*	?
Cc1nn(-c2ccccc2)c2nc(N)c(C#N)c(-c3ccc(C(C)(C)C)cc3)c12
  102	105	-34	?
COc1ccc2c(C)nc(Nc3nc(-c4ccccc4)cc(=O)[nH]3)nc2c1
  99	103	-173	?

Remaining list, next part.
Second line of a record: RGS8-Gao	RGS4-Gao reg	Mcl1-Bid inh	RGS7-Gao
Nc1nonc1-n1nnc(C(=O)N/N=C/C=C/c2ccccc2)c1CSC1=NCCS1
  100	102	-85	?
CCCCC1=CC2=CC(=O)C(C)(OC(=O)CC)C(=O)C2=CN1CC(C)C (stereo not given)
  100	99	-73	?
O=C(c1ccc(CNc2c(N3CCCC3)c(=O)c2=O)cc1)N1CC=C(c2ccccc2)CC1
  98	101	-33	?
Cc1cc(-c2nnc(SCC(=O)Nc3ccc(C(F)(F)F)cc3)n2C)no1
  103	105	-6	?
c1ccc(CNc2nc(N3CCN(Cc4ccccc4)CC3)nc3ccccc23)cc1
  102	102	12	?
O=C(NOC(=O)c1ccccc1)c1ccccc1
  116	119	-9	?
CCOc1ccc(N2C(=O)CC(NNc3nc4ccccc4s3)C2=O)cc1 (stereo not given)
  96	92	-13	?
O=C(CCCCCN1C(=O)c2cccc3cccc(c23)C1=O)NC1CCS(=O)(=O)C1 (stereo not given)
  98	99	8	?
O=C(Nc1ccccc1)Oc1ccc[nH]c1=O
  97	102	-47	?
COC(OC)c1ccc(C#N)c(SCc2ccc(C)cc2)n1
  101	99	4	?

Further compounds follow.
Second line of a record: RGS8-Gao	RGS4-Gao reg	Mcl1-Bid inh	RGS7-Gao
Oc1[nH]c2ccc(Br)cc2c1N=NC(=S)N1CCOCC1
  96	96	-91	?
CCN(CC)S(=O)(=O)c1ccc(N2CCOCC2)c(NC(=O)C2CCCO2)c1 (stereo not given)
  99	99	-83	?
C#Cc1ccc([C@@H]2C=C(C(=O)NC3CC3)O[C@H](OCC)[C@H]2CCCO)cc1
  101	94	-51	?
O=C(N/N=C/c1ccc(Cl)s1)c1ccccc1[N+](=O)[O-]
  102	105	-90	?
COc1ccc(S(=O)(=O)N2CC(O)CC2C(=O)Nc2cccnc2)cc1 (stereo not given)
  103	105	-14	?
NC(=O)C1(c2ccccc2)CCC(=O)N1c1ccccc1 (stereo not given)
  98	98	-13	?
N#CC12CCCCC1CC1CCCCC1(C#N)N2N (stereo not given)
  99	99	-12	?
O=C1NNC(c2ccccc2)=N/C1=C\c1ccco1
  109	111	31	?
Cc1ccccc1OCC(=O)N(CC(C)C)c1c(N)n(CC(C)C)c(=O)[nH]c1=O
  100	97	-10	?
CC(=O)Nc1nnc(-c2c(-c3c(Cl)cccc3Cl)noc2C)o1
  99	99	-1	?

Going on with the list:
Second line of a record: RGS8-Gao	RGS4-Gao reg	Mcl1-Bid inh	RGS7-Gao
Cc1ccc(/C=C/C(=O)N2CCCC(C(N)=O)C2)o1 (stereo not given)
  99	102	-10	?
Cc1ccccc1NCN1C(=O)C2CCC(C)(C1=O)C2(C)C (stereo not given)
  100	99	-69	?
C=C(C)C(=O)Nc1cccc(C2=NOC3(C2)C[C@H](C(N)=O)N(C(=O)CC)C3)c1 (stereo not given in full)
  99	102	-34	?
N/C(=N\N=C\c1ccc(O)c(O)c1)c1nonc1N
  100	102	6	?
CN(CCO)c1nc(N)c(C#N)c(CC#N)c1C#N
  102	96	-16	?
Cc1ccc(Cl)cc1NC(=O)N(C)CCO
  105	109	-15	?
CCc1cc(C(=O)Cc2nc3ccccc3s2)c(O)cc1OCC(=O)O
  101	99	-42	?
CN1C(C(=O)NCC2CC2)CC2Cn3c(nc4cc(Cl)c(Cl)cc43)C21 (stereo not given)
  97	97	-35	?
COc1ccc(CNC(=O)c2ccc(CN3CCOCC3)cc2)cc1
  97	100	-1	97
CC(=O)Nc1ccc(SC[C@H](Cc2ccccc2)N2CCN(CC(C)C)CCC2=O)cc1
  98	99	-73	?

Further structures
Second line of a record: RGS8-Gao	RGS4-Gao reg	Mcl1-Bid inh	RGS7-Gao
Cc1ccc2[nH]c(=O)c(CN(CCc3ccccc3)C(c3nnnn3Cc3ccco3)C(C)C)cc2c1 (stereo not given)
  102	105	15	?
O=C(Nc1nc2cc3c(cc2s1)OCCO3)c1cccs1
  100	107	6	·
COc1ccc(C(C)=O)cc1CSc1nnc(SCc2cc(C(C)=O)ccc2OC)s1
  110	116	-35	?
COc1cc2nc(NC(=O)c3ccco3)sc(=O)c2cc1OC
  101	103	-58	?
CC(C)Cc1nc2sc3c(SCC(N)=O)ncnc3c2c2c1CCC2
  106	116	0	?
CCc1ccc(N2CN(Cc3cccnc3)CNC2=S)cc1
  99	98	-122	?
O=C1N(c2ccccc2)C(c2ccccc2)N2CCCN12 (stereo not given)
  103	103	-6	?
COc1ccc2c(=O)c3c(=O)n(CCc4ccccc4)c(C(C)C)nc3oc2c1
  99	98	77*	?
CC(C)(C)CC(C)(C)NC(=O)/C=C/C(=O)O
  103	99	-3	?
COc1ccc(C(=O)NC(=S)NNC(=O)[C@H]2C[C@@H]2c2ccccc2)cc1OC
  103	103	-22	?

New compounds follow.
Second line of a record: RGS8-Gao	RGS4-Gao reg	Mcl1-Bid inh	RGS7-Gao
Nc1nc(NCC2CCCO2)nc(Nc2ccccc2F)c1[N+](=O)[O-] (stereo not given)
  129	129	-2	?
Cc1cc(C)nc(N/N=C/c2ccc(Cl)cc2)n1
  96	100	11	?
O=c1cc[nH]c2c(Cl)cccc12
  103	104	-1	?
CC1CCc2c(sc3nc(CSc4nnnn4C)[nH]c(=O)c23)C1 (stereo not given)
  104	104	-5	?
O=C(O)c1ccc(-c2ccc(/C=N/Nc3ccc([N+](=O)[O-])cc3)o2)cc1
  101	104	-49	?
Cn1nc(C(F)(F)F)c(-c2cccc(C(F)(F)F)c2)c1NC(=O)CSCC(=O)O
  101	101	12	?
C=CCn1c(C)nc2c(sc3nc4c(cc32)COC(C)(C)C4)c1=O
  101	103	-13	?
CS(=O)(=O)/C(C#N)=C/c1c(-c2ccccc2)nc2n1CCS2
  102	99	-20	?
Cc1ccc(-c2nnc(N3CCN(C(=O)COc4cccc(C)c4)CC3)c3ccccc23)cc1
  100	101	-30	?
CCCCCC(=O)Nc1cccc(C2=NOC3(C2)C[C@H](C(N)=O)N(C(=O)COc2ccc(Cl)cc2)C3)c1 (stereo not given in full)
  102	101	-11	?

Further compounds:
Second line of a record: RGS8-Gao	RGS4-Gao reg	Mcl1-Bid inh	RGS7-Gao
NC(=O)CC(NC(=O)c1ccccc1)c1ccc(NC2CCC2)c([N+](=O)[O-])c1 (stereo not given)
  104	101	-13	?
O=C(/C=C/c1ccccc1)NC(=O)c1ccccc1O
  100	103	-45	?
C#CCSc1nnnn1-c1cccc(Cl)c1
  94	91	-11	?
CCC(=O)N1CCC2(CC1)Oc1ccc(Cl)cc1C(=O)C21CC(c2cccnc2)=NO1 (stereo not given)
  100	100	-23	?
O=C(O)c1cccc(-c2ccc(/C=N/n3cnc4sc5c(c4c3=O)CCCC5)o2)c1
  100	99	-18	?
O=c1c2ccccc2[nH]c(=S)n1CCN1CCc2ccccc2C1
  102	104	-45	?
CC1=CCC2C(=O)N(c3ccc(N4CCOCC4)cc3)C(=O)C2C1 (stereo not given)
  103	104	-34	?

Given with tabs: entries from further up
Compound	RGS8-Gao	RGS4-Gao reg	Mcl1-Bid inh	RGS7-Gao
O=C(O)c1ccc(-c2ccc(/C=N/Nc3ccc([N+](=O)[O-])cc3)o2)cc1	101	104	-49	?
Cn1nc(C(F)(F)F)c(-c2cccc(C(F)(F)F)c2)c1NC(=O)CSCC(=O)O	101	101	12	?
C=CCn1c(C)nc2c(sc3nc4c(cc32)COC(C)(C)C4)c1=O	101	103	-13	?
CS(=O)(=O)/C(C#N)=C/c1c(-c2ccccc2)nc2n1CCS2	102	99	-20	?
Cc1ccc(-c2nnc(N3CCN(C(=O)COc4cccc(C)c4)CC3)c3ccccc23)cc1	100	101	-30	?
CCCCCC(=O)Nc1cccc(C2=NOC3(C2)C[C@H](C(N)=O)N(C(=O)COc2ccc(Cl)cc2)C3)c1 (stereo not given in full)	102	101	-11	?
NC(=O)CC(NC(=O)c1ccccc1)c1ccc(NC2CCC2)c([N+](=O)[O-])c1 (stereo not given)	104	101	-13	?
O=C(/C=C/c1ccccc1)NC(=O)c1ccccc1O	100	103	-45	?
C#CCSc1nnnn1-c1cccc(Cl)c1	94	91	-11	?
CCC(=O)N1CCC2(CC1)Oc1ccc(Cl)cc1C(=O)C21CC(c2cccnc2)=NO1 (stereo not given)	100	100	-23	?
O=C(O)c1cccc(-c2ccc(/C=N/n3cnc4sc5c(c4c3=O)CCCC5)o2)c1	100	99	-18	?
O=c1c2ccccc2[nH]c(=S)n1CCN1CCc2ccccc2C1	102	104	-45	?
CC1=CCC2C(=O)N(c3ccc(N4CCOCC4)cc3)C(=O)C2C1 (stereo not given)	103	104	-34	?
